tim23-1 inh: growth inhibitors of tim23-1 mutant yeast, primary screen, luminescence, uHTS; S. cerevisiae tim23-1 growth, BacTiter-Glo luminescence, 24 h; inhibition, % at 20 µM; 330,000 tested, 1.3% active;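 active = growth inhibition of the mutant yeast at or above 50%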;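 note: temperature-sensitive mutant grown at 25 °C; plate controls were DMSO-treated mutant yeast for no effect and medium wells lacking yeast for full effect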
MIN6 prolif: inducers of MIN6 beta-cell proliferation, primary screen, ATP luminescence, uHTS; MIN6 cells proliferation, ATPlite luminescence, 48 h; cells starved in 0.2% serum; 100% = growth in 10% serum; proliferation, % at 10 µM; 330,000 tested, 0.29% active;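 active = compounds whose signal lies at least 3.5 SD above the mean of all wells on their plate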;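 note: 0% = DMSO-treated cells in low-serum medium and 100% = 10% serum control; some compounds called inactive have numbers as strong as hits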
APJ antagonist: antagonists of human apelin receptor APJ, primary screen, CHO-K1 cells, beta-arrestin complementation, luminescence | P35414 | inhibition, % at 20 µM | 330,000 tested, 0.32% active;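 active = inhibition above about 40% at 20 µM, limit read from the data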;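 note: cells challenged with 10 nM apelin-13 agonist together with compound; plate controls were apelin-13 plus DMSO wells for no effect and DMSO wells lacking apelin-13 for full effect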
Target sequence (P35414 whole entry, looked up): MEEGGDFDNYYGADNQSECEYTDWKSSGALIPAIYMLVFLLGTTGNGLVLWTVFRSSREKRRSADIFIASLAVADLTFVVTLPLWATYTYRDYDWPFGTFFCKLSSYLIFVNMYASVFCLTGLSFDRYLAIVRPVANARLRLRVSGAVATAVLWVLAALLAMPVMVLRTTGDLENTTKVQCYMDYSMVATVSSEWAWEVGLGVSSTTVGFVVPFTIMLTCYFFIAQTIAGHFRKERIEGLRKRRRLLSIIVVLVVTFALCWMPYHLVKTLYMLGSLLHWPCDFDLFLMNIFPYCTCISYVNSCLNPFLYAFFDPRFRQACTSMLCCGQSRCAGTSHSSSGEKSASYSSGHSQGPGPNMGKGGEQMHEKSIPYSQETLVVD
tim10-1 inh: growth inhibitors of tim10-1 mutant yeast, primary screen, luminescence, uHTS; inhibition, % at 20 µM; S. cerevisiae tim10-1 ts strain growth, BacTiter-Glo, 24 h; AID 463190, 2010; 330,000 tested, 2.2% active;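 active = inhibition of at least 40%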;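 note: mutant grown at 25 °C; 0% = DMSO wells with yeast and 100% = wells holding no yeast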
MPTP block: mitochondrial permeability transition pore inhibitors, primary screen, biochemical, isolated mouse mitochondria, absorbance; Ca2+ swelling absorbance, 30 min; inhibition, % at 10 µM; 360,000 tested, 1.4% active;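 active = inhibition of 50% or more, scaled per plate between neutral and stimulator controls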;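 note: 0% = DMSO wells given calcium and 100% = 1 mM EGTA wells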
NLRP3 yeast inh: NALP3 inflammasome inhibitors in reconstituted yeast, primary screen, luminescence, uHTS | 330,000 tested, 0.39% active | inhibition, % at 10 µM | Yeast reconstituted NLRP3/ASC/caspase-1, beta-gal luminescence, 24 h;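 active = inhibition of 50% or more; inactive = inhibition below 50%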;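 note: plate controls were induced DMSO wells for no effect and uninduced yeast grown without galactose for full effect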
APJ agonist: agonists of human apelin receptor APJ, primary screen, CHO-K1 cells, PathHunter beta-arrestin, luminescence; 0% DMSO wells, 100% apelin; activation, % at 20 µM; P35414; 330,000 tested, 0.11% active;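 active = activation more than six SD over the plate average, tested at 20 µM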;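 note: 0% = DMSO alone and 100% = apelin-13 at 10 nM; some results filed as inactive read as strong as hits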
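Assay system: engineered CHO-K1 APJ arrestin reporter cells; Amount: 1000 CHO-K1 reporter cells seeded per well; Dosing: one dose, 20 µM compound, 1% DMSO; Times: compound stimulation 90 min at 25 °C, detection 60 min; Measured by: luminescent beta-gal fragment complementation, chemiluminescent substrate; Read-out: APJ–arrestin association signal; Controls: DMSO vs Apelin-13 10 nM.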
TIM10 inh: growth inhibitors of isogenic TIM10 control yeast, primary screen, counter-screen for tim10-1 yeast inhibitor project, luminescence, uHTS; S. cerevisiae TIM10 strain growth, BacTiter-Glo luminescence, 24 h; inhibition, % at 10 µM; 330,000 tested, 1.4% active; AID 463195, 2010;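 active = inhibition of 40% or more at the single tested concentration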;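 note: wild-type TIM10 isogenic control strain grown at permissive 25 °C; 0% = DMSO yeast wells and 100% = minimal medium wells without yeast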
GRIN3A LBD mod: binders of NR3A ligand-binding domain, primary screen, biophysical, differential scanning fluorimetry, uHTS; 340,000 tested, 2.5% active; Glutamate receptor ionotropic, NMDA 3A (GRIN3A) ligand-binding domain; NR3A LBD differential scanning fluorimetry, Tm shift; 0% = protein alone, 100% = glycine-bound protein; Tm shift relative to glycine control, % at 25 µM;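 active = melting temperature shift of at least 10% of the positive control shift, at one fixed dose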
* = called active by the depositor.

SMILES	tim23-1 inh	MIN6 prolif	APJ antagonist	tim10-1 inh	MPTP block	NLRP3 yeast inh	APJ agonist	TIM10 inh	GRIN3A LBD mod
CC1CCN(C(c2ccccc2)c2nnnn2C(C)(C)C)CC1 (stereo not given)	23.6	2.6	7.8	14.1	-1.5	6.8	0.3	11.3	-5.3
Cc1ccc(N/C(=N/S(=O)(=O)c2cccs2)c2ccccc2)c(C)c1	15.3	0.1	0.4	46.4*	2.4	-14.3	-2.9	21.0	-3.4
COc1cccc(CNC(=O)COC(=O)c2c(C)nn(-c3ccccc3)c2Cl)c1	43.1	-5.1	-34.8	13.9	-1.7	4.8	-2.0	13.0	-0.3
O=C(Cc1ccccc1)NNC1CC(=O)N(c2ccc(Oc3ccccc3)cc2)C1=O (stereo not given)	16.7	-1.3	-6.1	-7.3	2.7	5.2	4.3	3.8	-3.7
CN(Cc1nc(Cc2ccccc2F)no1)[C@@H]1CS(=O)(=O)C[C@H]1O	4.8	2.7	-7.7	0.2	1.8	12.8	-1.1	13.4	-0.4
CCOC(=O)Cn1ccc(NC(=O)c2ccc3c(c2)OCO3)n1	17.9	-1.9	-0.1	3.8	-1.9	10.3	-5.1	-5.8	3.3
O=C(NCC(=O)N1CCN(Cc2ccccc2)CC1)c1cc(Cl)cc([N+](=O)[O-])c1	0.8	-4.4	0.7	-1.4	-1.6	8.1	1.7	-0.7	-1.5
COCc1ccc(-c2c(-c3ccccc3OC)sc3cc4c(cc23)OCO4)cc1	13.4	-6.3	4.1	13.7	4.8	-7.4	-4.2	3.3	-0.2
CC(C)(C)OC(=O)N[C@@H](Cc1ccccc1)C(=O)NCC1CCC(C(=O)N[C@@H](CC(=O)O)C(=O)O)CC1 (stereo not given in full)	17.9	-2.3	-16.2	29.1	-0.2	20.4	-0.2	-1.9	1.7
CCOC(=O)C1CCCN(c2nc3ccccc3nc2C(C#N)C(=O)OCC)C1 (stereo not given)	35.7	-3.3	-1.8	8.1	-0.3	26.8	-1.2	-1.8	-1.0
Cc1[nH]c2ccc(-c3n[nH]c(=S)n3-c3ccc(Br)cc3)cc2c1C	-17.5	-2.5	-10.9	10.2	-0.6	29.7	-0.7	2.2	-9.4
CC1C(=O)C(C)C(c2ccc3c(c2)OCO3)NC1c1ccc2c(c1)OCO2 (stereo not given)	40.6	-0.1	11.1	38.2	-2.3	9.3	-5.0	13.5	0.4
COc1cccc2cc(C(C)N(CCCN3CCOCC3)C(=S)Nc3cc(C)cc(C)c3)oc12 (stereo not given)	29.5	-2.9	-8.0	14.6	0.6	5.5	-1.3	-3.5	2.2
CCOC(=O)N1C2=NC(C(=O)OC)=C(C(=O)OC)[C@@H]3N(C)c4ccc(OC)cc4[C@]23C[C@H]1C(=O)OC	0.3	-5.4	13.5	-3.9	3.9	11.7	-4.2	6.3	3.2
COc1ccccc1NC(CC(=O)c1ccccc1)C(=O)OCC(=O)c1ccc(C)cc1 (stereo not given)	26.1	-4.6	15.9	16.5	-1.8	-20.2	-5.3	28.5	-3.9

Shown as comma-separated lines: 3 of the compounds above.
smiles,tim23-1 inh,MIN6 prolif,APJ antagonist,tim10-1 inh,MPTP block,NLRP3 yeast inh,APJ agonist,TIM10 inh,GRIN3A LBD mod
O=C(Cc1ccccc1)NNC1CC(=O)N(c2ccc(Oc3ccccc3)cc2)C1=O (stereo not given),16.7,-1.3,-6.1,-7.3,2.7,5.2,4.3,3.8,-3.7
COc1cccc(CNC(=O)COC(=O)c2c(C)nn(-c3ccccc3)c2Cl)c1,43.1,-5.1,-34.8,13.9,-1.7,4.8,-2.0,13.0,-0.3
Cc1ccc(N/C(=N/S(=O)(=O)c2cccs2)c2ccccc2)c(C)c1,15.3,0.1,0.4,46.4*,2.4,-14.3,-2.9,21.0,-3.4

Continuation:
SMILES	tim23-1 inh	MIN6 prolif	APJ antagonist	tim10-1 inh	MPTP block	NLRP3 yeast inh	APJ agonist	TIM10 inh	GRIN3A LBD mod
CCCCC(=O)Nc1ccc(C(=O)NNC(=O)CCc2ccccc2)cc1	-5.9	-0.1	2.6	-1.3	0.6	-8.6	-3.1	-8.4	2.2
COC(=O)c1ccc(NC(=S)N2CCN(Cc3ccccc3Cl)CC2)cc1	29.6	-2.6	26.4	-15.9	-0.5	27.3	-1.9	13.8	-0.8
O=C(CNC(=O)c1[nH]cnc1C(=O)NC(c1ccccc1)c1ccccc1)OCc1ccccc1	14.1	-8.1	2.3	22.9	0.1	0.7	6.6	11.4	-7.7
c1ccc(-n2c(-c3ccncc3)nnc2-c2cccs2)cc1	9.4	2.4	12.9	13.3	-0.2	9.5	3.6	12.2	-0.4
CCOC(=O)c1oc2ccccc2c1NC(=O)c1ccc(S(=O)(=O)N(C)C)cc1	7.9	-1.1	18.0	-0.2	-0.3	-5.3	-5.1	6.6	-1.4
CCN(CC(=O)Nc1c(F)cccc1F)C(=O)CCC(=O)c1ccc(C)cc1	2.9	1.7	-5.9	-0.6	0.7	6.8	0.3	2.4	0.6
Cc1ccccc1CC1(CO)CCCN(C(=O)c2cc(-c3ccccc3)no2)C1 (stereo not given)	17.0	-4.9	2.4	42.6*	5.3	2.9	0.3	13.5	-1.8
COc1ccc(CCNC(=O)CSc2nnc(-c3ccc(F)cc3)c3ccccc23)cc1OC	25.8	1.6	8.3	11.8	-0.2	20.6	-3.0	22.4	0.8
CCCCc1cc(=O)oc2c(CN3CCCC3)c(O)c(Cl)cc12	11.3	-3.1	-0.2	-9.7	2.0	17.7	-1.2	7.1	-0.3
O=C(NCc1ccco1)c1cc(S(=O)(=O)N2CCOCC2)ccc1Br	16.1	-4.0	-6.4	6.8	-0.4	-1.2	13.3	8.1	0.4
COc1ccc(/C=C/C(=O)NC2CCS(=O)(=O)C2)cc1 (stereo not given)	-16.5	1.3	1.7	3.8	1.7	14.7	-6.8	-3.2	-0.1
COC(=O)CSc1nc(-c2ccccc2)nc2ccc(F)cc12	13.6	-0.4	-39.1	11.5	0.3	18.0	-1.1	6.3	1.1
NC(=O)CC(NC(=O)c1cccc(Br)c1)c1ccc(N2CCCCCC2)c([N+](=O)[O-])c1 (stereo not given)	11.7	-8.4	12.8	4.7	-1.1	16.2	2.3	4.3	-8.1
CN1CCN(C(=O)c2cnn(-c3ccccc3)c2NC(=O)c2ccc([N+](=O)[O-])cc2)CC1	13.9	-1.6	-13.8	-5.4	-0.2	12.1	-1.8	-9.5	-0.3
CC1=NN(c2nc3ccccc3[nH]2)C(=O)/C1=C/N(C)C	59.0*	-6.0	12.8	59.3*	0.8	-0.6	-1.8	20.5	-2.2
O=c1oc2cc(O)ccc2c2oc3cc(O)ccc3c12	6.9	-5.8	4.2	-5.6	0.3	8.8	4.7	-4.0	7.3
Cc1cc(C)c(OCCNCc2ccccc2)c(C)c1	10.4	0.7	14.4	12.3	0.2	24.9	-4.2	3.1	-1.2
Cc1cccc(C(=O)NNC(=O)c2ccc(Cl)cc2)c1O	7.3	-3.0	21.2	-7.4	0.4	17.6	-0.6	-8.6	-1.3
COc1cc2nc(=S)n3[nH]c(COc4ccccc4C)nc3c2cc1OC	10.0	-2.0	20.5	11.3	0.4	16.8	-2.9	15.9	-3.3
CCOc1ccc(Cn2nnc(C(=O)Nc3cc(C)cc(C)c3)c2N)cc1	13.6	1.0	16.2	4.1	-0.2	7.4	-3.0	-3.3	-1.6
O=[N+]([O-])c1ccc(N2CCC(=NOCc3ccc(Cl)cc3)CC2)cc1	10.8	-5.0	5.6	16.2	10.6	11.7	-0.8	7.1	3.4
O=C1Nc2ccccc2/C1=C/c1ccnc2ccccc12	51.2*	-1.1	7.6	32.0	0.6	17.6	-1.0	30.5	-1.5
CCOC(=O)CCc1c(C)nc2cc(-c3ccccc3OC)[nH]n2c1=O	10.8	3.0	5.1	5.3	0.4	8.6	-1.1	-0.7	-2.5
CC(C)(C)c1nnc(NC(=O)C2CCN(C(=O)c3ccco3)CC2)s1	5.5	-2.6	8.9	1.2	1.1	2.4	-3.3	0.4	-0.3
O=C(NCCCN1CCCC1=O)c1ccccc1OCc1ccc(Cl)cc1Cl	16.6	-1.0	17.5	-0.5	0.5	10.2	-3.7	1.9	-0.3
OCCCc1nc2ccccc2n1CCOc1ccccc1	16.6	-2.0	16.6	-3.4	-3.2	16.0	2.1	6.6	1.5
CCCOc1ccc(Cc2c(O)nc(N)[nH]c2=O)cc1C	9.5	-0.3	0.4	1.0	-0.4	23.3	-2.4	-4.1	1.2
Cc1cccc(N2C(=O)C3C4C=CC(C5CC45)C3C2=O)n1 (stereo not given)	-13.8	-0.3	-7.5	-1.6	-0.2	11.1	-3.7	3.0	-2.2
O=C(CC1S/C(=N\S(=O)(=O)c2ccccc2)N(c2ccccc2)C1=O)Nc1ccc(F)cc1 (stereo not given)	17.1	5.6	7.1	21.0	-0.9	3.0	-0.9	15.4	10.1*
O=C(CCl)N=c1sccn1Cc1ccccc1Cl	33.8	-6.1	-6.5	20.5	1.1	-16.4	-2.9	13.9	-1.6
Cc1ccc(NC(=O)c2ccccc2Br)cc1S(=O)(=O)N(C)C	19.1	-1.7	2.2	28.1	-0.6	-7.5	-0.5	5.7	-1.9
CC(C)(C)[C@H]1C=C(C(=O)N2CCN(Cc3ccccc3)CC2)O[C@@H](OCc2ccc(CO)cc2)C1	1.7	-1.6	-2.1	-2.2	0.0	-0.3	7.8	-15.2	1.6
O=C(CCNS(=O)(=O)c1cccc(Cl)c1)OCC(=O)N1CCN(C(=O)c2ccco2)CC1	-7.9	0.1	1.3	-3.5	-0.4	-0.7	-1.0	4.3	0.3
O=C(Nc1ccc2nsnc2c1)N1CCCCC1	5.1	1.1	5.4	-4.2	-1.3	14.6	2.5	5.5	0.1
Cc1cc(NC(=O)c2cccc3c2C(=O)N(C2CCCCC2)C3)ccc1Br	-15.4	-2.9	-9.4	30.6	2.1	15.2	-4.5	0.5	-3.4
O=C1C2CCCN2C(c2ccc(F)cc2)N1c1ccc(Cl)cc1 (stereo not given)	14.1	-2.4	-5.3	20.0	-1.8	14.8	-5.3	3.4	-1.0
CC(C)C(NC(=O)C1CCC(C(C)(C)C)CC1)C(=O)NCc1cccnc1 (stereo not given)	17.5	2.2	1.4	18.9	0.5	3.7	-1.5	22.5	0.3
CC[C@@H](C)[C@H](CN[C@H](CNC)C(C)C)NC[C@@H](C)c1ccc(CC(C)C)cc1	2.3	-9.0	20.2	14.5	4.8	31.2	-7.0	14.2	2.4
COCCN=c1scc(-c2ccccc2)n1/N=C/c1c[nH]c2ccccc12	4.7	-6.0	-6.5	36.1	4.2	-4.4	-1.2	35.5	3.6
CC1CN(C(=O)Cn2cc(S(=O)(=O)CC(=O)N(C)c3ccccc3)c3ccccc32)CC(C)O1 (stereo not given)	6.6	-3.0	8.3	7.4	-0.7	18.3	-10.0	9.9	-4.5
Cc1ccccc1SCC(=O)N/N=C/c1ccc(F)cc1	34.8	-1.3	-4.9	18.1	0.6	3.0	1.8	8.5	-2.3
Cc1cccc(NC(=O)c2ccc(F)c(S(=O)(=O)N3CCC4(CC3)OCCO4)c2)c1	24.6	-0.5	24.0	26.9	2.2	12.9	7.0	3.7	-1.4
Cc1[nH]n(-c2ccccc2)c(=O)c1CCOC(=O)c1cccc(C(F)(F)F)c1	12.8	-3.9	0.8	18.1	4.4	11.6	-4.2	-14.3	-2.8
